OX1R antag-1: antagonists of human orexin 1 receptor. CHO/OX1R cells, Fluo-8 calcium fluorescence, orexin A. inhibition, % at 5 µM. 330,000 compounds, 0.43% hits. AID 434989;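 active = inhibition above its plate's threshold, mean inhibition of all tested compounds on the plate plus 3 SD, cut at about 37% in these data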;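 also: 0% = orexin A challenge wells and 100% = SB-334867-A antagonist wells; not every result past the cut was called active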
Target sequence (O43613 whole entry, looked up): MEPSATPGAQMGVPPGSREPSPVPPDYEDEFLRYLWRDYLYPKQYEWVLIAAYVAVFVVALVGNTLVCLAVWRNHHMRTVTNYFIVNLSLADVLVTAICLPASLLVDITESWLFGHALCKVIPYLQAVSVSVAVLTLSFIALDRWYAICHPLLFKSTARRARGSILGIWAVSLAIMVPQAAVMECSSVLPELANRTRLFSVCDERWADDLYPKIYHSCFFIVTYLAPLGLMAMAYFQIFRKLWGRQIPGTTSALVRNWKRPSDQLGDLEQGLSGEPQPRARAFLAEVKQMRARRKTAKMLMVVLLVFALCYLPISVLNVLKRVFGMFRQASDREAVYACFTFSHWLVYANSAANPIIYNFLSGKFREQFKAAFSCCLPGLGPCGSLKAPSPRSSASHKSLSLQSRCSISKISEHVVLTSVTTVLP
OX1R antag-2: antagonists of human orexin 1 receptor (OX1R). OX1R-expressing cells, FRET antagonist read-out. inhibition, % at 6.6 µM. 330,000 compounds, 1.8% hits. AID 485270; in the data active = inhibition mostly above about 38%, no sharp cut-off; inactive = mostly below about 40%;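 also: 0% = agonist challenge alone and 100% = reference antagonist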
The depositor's hits bear a star.

For Cc1c(NC(=O)c2ccc(Cl)c(S(=O)(=O)N3CCOCC3)c2)c(=O)n(-c2ccccc2)n1C the results were OX1R antag-1 -11 and OX1R antag-2 5.
Cn1cccc1/C=N\NC(=O)C1COc2ccc(C(C)(C)C)cc2O1 (configuration not stated) was read as OX1R antag-1 -3 and OX1R antag-2 8.
CN(C)CCCN(C(=O)c1ccco1)c1nc2ccc(Cl)cc2s1 was read as OX1R antag-1 -8 and OX1R antag-2 0.
Screening CC(C)Oc1ccc(C(CC(=O)O)NC(=O)C2CCCCC2)cc1 (configuration not stated) returned OX1R antag-1 7 and OX1R antag-2 27.
`COc1cc(C2NC(=O)NC3=C2C(=O)OC3)cc(OC)c1OC` (configuration not stated) gave OX1R antag-1 1 and OX1R antag-2 2.
For CCOCCCNC(=O)C(c1ccccc1)N(Cc1ccc2c(c1)OCO2)C(=O)CNC(C)=O (configuration not stated) the results were OX1R antag-1 1 and OX1R antag-2 1.
Screening CC1Cc2ccccc2N1C(=O)COC(=O)C1=COCCO1 (configuration not stated) returned OX1R antag-1 -12 and OX1R antag-2 21.
`CNC(=O)N(O)C1N(/N=C/c2cccnc2)C(=S)SC1(C)C` (configuration not stated) gave OX1R antag-1 -18 and OX1R antag-2 7.
COc1ccc(CNC(=O)COC(=O)c2cccc(S(=O)(=O)N3CCOCC3)c2)cc1 was read as OX1R antag-1 -17 and OX1R antag-2 4.
CCCCC(C(=O)NC1CCCC1)N(C(=O)c1snc(C(N)=O)c1N)c1ccc(C)cc1 (configuration not stated) was read as OX1R antag-1 -24 and OX1R antag-2 8.
`O=C(N/C(=C\c1ccc2c(c1)OCO2)C(=O)N1CCOCC1)c1ccccc1Br` gave OX1R antag-1 -17 and OX1R antag-2 12.
`O=C(NCc1cccnc1)c1ccc(CS(=O)(=O)c2ccc(Cl)cc2)o1` gave OX1R antag-1 -36 and OX1R antag-2 2.
`COCCC1CCCCN1C(=O)c1ccc(OC)c(OC2CCN(C(C)=O)CC2)c1` (configuration not stated) gave OX1R antag-1 -9 and OX1R antag-2 16.
For COc1ccccc1CNC(=O)CNC(=O)c1cn(-c2ccccc2OC)c(=O)c2ccccc12 the results were OX1R antag-1 -13 and OX1R antag-2 2.
`CC(C)c1nc2n[nH]c(N)c2c2c1CSC(C)(C)C2` gave OX1R antag-1 -27 and OX1R antag-2 11.
Screening CCc1cccc(NC(=O)CN(C)S(=O)(=O)c2cnc[nH]2)c1 returned OX1R antag-1 4 and OX1R antag-2 1.
Screening O=C(NCc1ccc(/C=N\NC(=O)C(=O)Nc2ccccc2Br)o1)C(=O)Nc1ccccc1 returned OX1R antag-1 9 and OX1R antag-2 19.
COc1cccc(C2C(C(=O)OC(C)C)=C(C)N=c3s/c(=C\c4ccc(C(=O)O)cc4)c(=O)n32)c1 (configuration not stated) was read as OX1R antag-1 -8 and OX1R antag-2 17.
Screening O=C(CN1C(=O)c2ccccc2C1=O)NCCOc1ccccc1 returned OX1R antag-1 -4 and OX1R antag-2 11.
For O=C(N/C(=C\c1cccc(Br)c1)C(=O)N1CCOCC1)c1ccco1 the results were OX1R antag-1 -10 and OX1R antag-2 8.
NC1=NC(=O)S/C1=C\c1ccc(F)cc1 was read as OX1R antag-1 -1 and OX1R antag-2 15.
Screening Cc1ccc(CC(NC(=O)c2ccccc2)C(=O)NC(Cc2ccccc2)C(=O)O)cc1 (configuration not stated) returned OX1R antag-1 -9 and OX1R antag-2 18.
`O=C(c1cccc(S(=O)(=O)N2CCN(c3ccccc3)CC2)c1)N1CC=C(c2ccccc2)CC1` gave OX1R antag-1 -13 and OX1R antag-2 5.
CCCCNC(=S)N(Cc1ccco1)Cc1cc2cc3c(cc2[nH]c1=O)OCCO3 was read as OX1R antag-1 -31 and OX1R antag-2 17.
Screening Cc1cccc2cc(-c3nc4ccc(C(=O)O)cc4[nH]3)c(=O)oc12 returned OX1R antag-1 15 and OX1R antag-2 15.
`COc1ccc(CN(C(=O)Cn2nnc3ccccc32)C(C(=O)NC(C)(C)C)c2ccco2)cc1` (configuration not stated) gave OX1R antag-1 -16 and OX1R antag-2 15.
CCc1c(O)nc(SCC(=O)Nc2ccccc2C)n(-c2ccc(C)cc2)c1=O was read as OX1R antag-1 -1 and OX1R antag-2 -5.
For CCN(CC)C(=O)CSc1nc(O)cc(=O)n1-c1ccccc1OC the results were OX1R antag-1 -10 and OX1R antag-2 4.
For C=CCn1c(Cc2ccc(OC)cc2)nnc1SCC(=O)NCCc1ccccc1 the results were OX1R antag-1 -31 and OX1R antag-2 10.
`COCc1cccc(NC(=O)Cc2cccc3ccccc23)c1` gave OX1R antag-1 -22 and OX1R antag-2 13.
`Cc1cc(N2CCN(C)CC2)nc2ccc(NC(=O)CCC(=O)NCCC3=CCCCC3)cc12` gave OX1R antag-1 -22 and OX1R antag-2 8.
Cc1ccc(OS(=O)Nc2cccc3nccnc23)cc1 (configuration not stated) was read as OX1R antag-1 -14 and OX1R antag-2 10.
`NC(=O)c1ccccc1NS(=O)(=O)c1ccc2c(c1)OCCO2` gave OX1R antag-1 -6 and OX1R antag-2 8.
`CNC(=O)COC(=O)c1ccc2c(c1)NC(=O)C1CCCN21` (configuration not stated) gave OX1R antag-1 -14 and OX1R antag-2 26.
Screening Cc1cc(Nc2ccc(Cl)cc2)n2nnnc2n1 returned OX1R antag-1 -17 and OX1R antag-2 14.
For O=C(NCc1nnc(SCC(=O)N2CCC(Cc3ccccc3)CC2)o1)c1ccccc1F the results were OX1R antag-1 -26 and OX1R antag-2 12.
Screening Cc1ccc(OCC(=O)NCc2cccs2)c([N+](=O)[O-])n1 returned OX1R antag-1 -4 and OX1R antag-2 24.
Screening CCOc1cc(C(=O)Nc2cc3c(cc2N2CCCC2)n(C)c(=O)n3C)cc(OCC)c1OCC returned OX1R antag-1 -10 and OX1R antag-2 13.
`CCC1CCCCN1Cc1c(O)ccc2c(=O)c(-c3ccccc3)coc12` (configuration not stated) gave OX1R antag-1 -25 and OX1R antag-2 12.
COc1ccc(Cc2nnc(SCC(=O)c3ccc(OC)cc3)o2)cc1 was read as OX1R antag-1 -13 and OX1R antag-2 7.
Screening Cc1cc(NS(=O)(=O)c2cccc([N+](=O)[O-])c2)no1 returned OX1R antag-1 -6 and OX1R antag-2 32.
`O=C(Nc1nc2ccc(F)cc2s1)c1cccs1` gave OX1R antag-1 -10 and OX1R antag-2 23.
`O=C(CSC1=NC(=O)C(c2ccccc2)C(=O)N1)Nc1ccccc1[N+](=O)[O-]` (configuration not stated) gave OX1R antag-1 3 and OX1R antag-2 36.
For O=C(NCc1cccnc1)c1ccccc1Br the results were OX1R antag-1 -23 and OX1R antag-2 5.
CCCNc1cc(=S)nc(N)[nH]1 was read as OX1R antag-1 -2 and OX1R antag-2 8.
Screening CC1Cc2ccccc2N1C(=O)CSc1nnnn1Cc1ccccc1 (configuration not stated) returned OX1R antag-1 -21 and OX1R antag-2 10.
For COc1ccc(NS(=O)(=O)c2ccc3c(c2)NC(=O)C(C)S3)cc1 (configuration not stated) the results were OX1R antag-1 -2 and OX1R antag-2 28.
`O=[N+]([O-])c1cc(Cl)cc(C2=NCCN2)c1` gave OX1R antag-1 -7 and OX1R antag-2 61*.
`CC(CNCC1CCCO1)COc1ccccc1` (configuration not stated) gave OX1R antag-1 -6 and OX1R antag-2 11.
Screening FC(F)(F)c1cc(C(F)(F)F)c2ccc(Oc3ccccc3)nc2n1 returned OX1R antag-1 -23 and OX1R antag-2 19.
Screening CC(C)(C#CC(O)(c1ccccc1)c1ccccc1)N1CCCCC1 returned OX1R antag-1 -21 and OX1R antag-2 -7.
For Cc1c(NC(=O)c2ccccc2F)c(=O)n(-c2ccccc2)n1C the results were OX1R antag-1 -2 and OX1R antag-2 11.
For Cc1nc2cc3sc(C)nc3cc2s1 the results were OX1R antag-1 -11 and OX1R antag-2 24.
For CC1=C/C(=N\S(=O)(=O)c2ccccc2)C(C(C)C)=CC1=O the results were OX1R antag-1 -30 and OX1R antag-2 15.
Screening O=C1OC(/C(=C\Nc2ccccc2)[N+](=O)[O-])c2ccccc21 (configuration not stated) returned OX1R antag-1 -13 and OX1R antag-2 11.
`COc1cccc(CNc2ccc([N+](=O)[O-])cc2C)c1` gave OX1R antag-1 -22 and OX1R antag-2 25.
`Cc1cc(C)n(C(=O)Cn2nc(C)c(Cl)c2C)n1` gave OX1R antag-1 -17 and OX1R antag-2 8.
For CCOC(=O)C1=C(C)NC2(O)c3ccccc3C(=O)C12O (configuration not stated) the results were OX1R antag-1 -17 and OX1R antag-2 33.
`CN1C(=O)SC(Nc2ccc(F)cc2)C1=O` (configuration not stated) gave OX1R antag-1 -14 and OX1R antag-2 18.
Cc1c(NS(=O)(=O)c2ccc(F)cc2)c(=O)n(-c2ccccc2)n1C was read as OX1R antag-1 -25 and OX1R antag-2 3.
Screening Cc1ccc(C2(C)NC(=O)N(CC(=O)Nc3ccc(N4CCOCC4)cc3N3CCOCC3)C2=O)cc1 (configuration not stated) returned OX1R antag-1 -31 and OX1R antag-2 16.
For O=C(CCl)NC(=O)NC12CC3CC(CC(C3)C1)C2 the results were OX1R antag-1 -9 and OX1R antag-2 6.
CCC(=O)c1c[nH]c(C(=O)NCc2cccc(C(F)(F)F)c2)c1 was read as OX1R antag-1 -14 and OX1R antag-2 18.
`O=C(NCc1ccccc1)N[C@@H](Cc1ccccc1)C(=O)O` gave OX1R antag-1 -2 and OX1R antag-2 8.
Cc1cccc(-c2nc(CSCC(=O)NCc3cccs3)c(C)o2)c1 was read as OX1R antag-1 -39 and OX1R antag-2 58.
CCn1c(COc2ccc3ccccc3c2C)nnc1SCC(=O)Nc1cccc(C(=O)O)c1 was read as OX1R antag-1 4 and OX1R antag-2 18.
Cc1cc(C)c2c(=O)[nH]c(SCC(=O)N(C)C)nc2n1 was read as OX1R antag-1 -17 and OX1R antag-2 6.
`CCCCOC(=O)NCN1C(=O)C2C3C=CC(C3)C2C1=O` (configuration not stated) gave OX1R antag-1 -15 and OX1R antag-2 13.
For CCN(CC(=O)Nc1ccc(NC(C)=O)cc1)C(=O)c1cccc(-n2cccc2)c1 the results were OX1R antag-1 -17 and OX1R antag-2 5.
CCOc1ccc(S(=O)(=O)c2c[nH]c3ccc(C)cc3c2=O)cc1 was read as OX1R antag-1 -25 and OX1R antag-2 15.
`COc1ccc(NC(=S)NCCSc2ccc(C)cc2)c(OC)c1` gave OX1R antag-1 -21 and OX1R antag-2 24.
Cc1cc(Br)ccc1NC(=O)CN(C)C(=O)CN1C(=O)NC(C)(C2CC2)C1=O (configuration not stated) was read as OX1R antag-1 7 and OX1R antag-2 2.
COc1ccc([N+](=O)[O-])cc1NC(=O)Cn1ccc(C(F)(F)F)n1 was read as OX1R antag-1 -20 and OX1R antag-2 21.
Cc1cc(OCC(=O)OCC(=O)Nc2cc(S(=O)(=O)N3CCOCC3)ccc2Cl)ccc1Cl was read as OX1R antag-1 11 and OX1R antag-2 3.
O=C(C1=NOC(CNc2ncc(C(F)(F)F)cc2Cl)C1)N1CCOCC1 (configuration not stated) was read as OX1R antag-1 -12 and OX1R antag-2 10.
O=C(Cn1nc2ccccc2n1)N/N=C/c1ccc(F)cc1 was read as OX1R antag-1 -9 and OX1R antag-2 11.
For O=C(NC(=S)N1CCN(C/C=C/c2ccccc2)CC1)c1cccnc1 the results were OX1R antag-1 -23 and OX1R antag-2 9.
O=C(Nc1ccccc1Cl)N1CCN(c2ccc3nnc(-c4ccccc4)n3n2)CC1 was read as OX1R antag-1 -22 and OX1R antag-2 4.
For O=C(CC1NCCNC1=O)OCc1ccccc1 (configuration not stated) the results were OX1R antag-1 -9 and OX1R antag-2 3.
For CS(=O)(=O)Nc1nnc(CCc2ccccc2)s1 the results were OX1R antag-1 -1 and OX1R antag-2 -6.
For Cn1c(NC(=S)Nc2ccccc2)nc2ccccc21 the results were OX1R antag-1 2 and OX1R antag-2 5.
